TRHR ag – qHTS for Small Molecule Agonists and Allosteric Enhancers of Human TRH Receptor: Primary Screen for Agonists; Thyrotropin-releasing hormone receptor (Homo sapiens), P34981; TRHR cells, calcium flux fluo-8, FDSS agonist mode; activation, % at 2 µM; actives 0.18% (n = 360,000); AID 493084, 2011; in the data active = activation above about 30%; note: 0% is about no effect
Target sequence (P34981 whole entry, looked up): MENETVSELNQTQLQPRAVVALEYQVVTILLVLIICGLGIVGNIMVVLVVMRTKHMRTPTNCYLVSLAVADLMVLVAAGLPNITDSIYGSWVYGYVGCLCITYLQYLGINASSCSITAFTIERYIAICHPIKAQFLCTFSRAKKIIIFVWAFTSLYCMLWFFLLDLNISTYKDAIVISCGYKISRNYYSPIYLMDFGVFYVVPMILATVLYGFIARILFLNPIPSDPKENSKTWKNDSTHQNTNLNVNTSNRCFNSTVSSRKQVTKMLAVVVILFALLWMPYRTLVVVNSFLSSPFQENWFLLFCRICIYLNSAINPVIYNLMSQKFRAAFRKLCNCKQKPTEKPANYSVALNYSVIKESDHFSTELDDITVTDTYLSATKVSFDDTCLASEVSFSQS
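TRHR-expressing cells, plated overnight in medium with 10% serum, were loaded with fluo-8 calcium dye at room temperature. After a 10 s baseline, library compound was pin-added and calcium release was recorded kinetically (ex 480/em 530) as agonist response.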
RXFP1 ag – qHTS Assay for Agonists of the Relaxin Receptor RXFP1; Potency, µM (titrated, usually from 57.5 µM), for the others: at the top dose activation, actives largely listed as activators; Relaxin receptor 1 (Homo sapiens), Q9HBX9; HEK293T-RXFP1 cAMP TR-FRET, 30 min; response scale: percent of porcine relaxin response, buffer zero; actives 0.3% (n = 370,000); AID 2676, 2010; note: potency is the fitted concentration of half-maximal effect; % is set by controls: 0 for no effect and ±100 for the full control effect; nearly all actives have a fitted effect of over 60% in size; many of its hits are not listed in these tables
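HEK293 cells stably expressing RXFP1, treated 30 min at 37C with compounds plus PDE4 inhibitor Ro 20174; cAMP measured by HTRF TR-FRET. Normalized to buffer and 29 nM porcine relaxin; EC50 by Hill fit.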
RXFP1 antag – qHTS Assay for Antagonists of the Relaxin Receptor RXFP1 | Relaxin receptor 1 (Homo sapiens), Q9HBX9 | HEK293-RXFP1, relaxin-stimulated cAMP HTRF, 30 min; active compounds read low | activity change, negative = inhibition, % at 57.5 µM | actives 0.59% (n = 350,000) | AID 1259400, 2018;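 active = activity change of -60% or lower, but not beyond a set lower limit; inconclusive = change between -60% and -40%, or beyond the set limit; inactive = change above -40%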; note: % is set by controls: 0 for no effect and ±100 for the full control effect
D1 PAM – Potentiators of Human D1 Dopamine Receptor: qHTS; AID 504651, 2011; potentiation, % at 10 µM; actives 0.036% (n = 360,000); HEK293 TREx D1 cells, calcium flux, dopamine EC20 potentiation; D(1A) dopamine receptor (Homo sapiens), P21728; in the data active = potentiation above about 30%; note: 0% is about no effect
D1 antagonist – Antagonist of Human D 1 Dopamine Receptor: qHTS; D(1A) dopamine receptor (Homo sapiens), P21728; HEK293 TREx D1 cells, calcium flux, dopamine EC80; active compounds read low; activity change, negative = inhibition, % at 10 µM; actives 3.2% (n = 360,000); AID 504652, 2011; in the data active = activity change below about -30%; note: % is set by controls: 0 for no effect and ±100 for the full control effect
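Allosteric or orthosteric antagonism assessed as attenuation of the calcium response to EC80 dopamine, added 180 s after compound, in induced HEK293 Trex D1 cells loaded with no-wash calcium dye.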
TRHR enhancer – qHTS for Small Molecule Agonists and Allosteric Enhancers of Human TRH Receptor: Primary Screen for Enhancers. enhancement, % at 2 µM. actives 0.66% (n = 360,000). Thyrotropin-releasing hormone receptor (Homo sapiens), P34981. TRHR cells, fluo-8 calcium fluorescence, EC20 TRH enhancement; in the data active = enhancement above about 30%; note: 0% is about no effect
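Enhancer read-out: after compound pinning and an initial kinetic agonist-mode read, an EC20 of TRH (10 nM final) was injected and fluo-8 calcium signal (Ex 480/Em 530) followed at 1 s/cycle for 100 cycles in TRHR-expressing cells.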
D1 agonist – Allosteric Agonists of the Human D1 Dopamine Receptor: qHTS. D(1A) dopamine receptor (Homo sapiens), P21728. AID 504660, 2011. actives 1% (n = 360,000). activation, % at 2 µM. HEK293 T-REx D1 cells, calcium flux, agonist mode; in the data active = activation above about 30%; note: 0% is about no effect
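Inducible HEK293 T-REx D1 cells, force-coupled to calcium signalling, were plated at 4000 cells/well with tetracycline and held overnight at 30 C. After no-wash calcium dye loading, compound-evoked calcium rise over 180 s flagged agonists.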
D2 potentiator – HTS Assay for Positive Allosteric Modulators of the Human D2 Dopamine Receptor: Primary Screen for Potentiators; actives 0.34% (n = 340,000); HEK293 T-REx D2, calcium flux, EC20 dopamine potentiation; AID 485347, 2010; potentiation, % at 10 µM;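 active = potentiation over 3 SD above the plate norm, cut at about 30% in these data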; note: 0% is about no effect
Target sequence (P14416 whole entry, looked up): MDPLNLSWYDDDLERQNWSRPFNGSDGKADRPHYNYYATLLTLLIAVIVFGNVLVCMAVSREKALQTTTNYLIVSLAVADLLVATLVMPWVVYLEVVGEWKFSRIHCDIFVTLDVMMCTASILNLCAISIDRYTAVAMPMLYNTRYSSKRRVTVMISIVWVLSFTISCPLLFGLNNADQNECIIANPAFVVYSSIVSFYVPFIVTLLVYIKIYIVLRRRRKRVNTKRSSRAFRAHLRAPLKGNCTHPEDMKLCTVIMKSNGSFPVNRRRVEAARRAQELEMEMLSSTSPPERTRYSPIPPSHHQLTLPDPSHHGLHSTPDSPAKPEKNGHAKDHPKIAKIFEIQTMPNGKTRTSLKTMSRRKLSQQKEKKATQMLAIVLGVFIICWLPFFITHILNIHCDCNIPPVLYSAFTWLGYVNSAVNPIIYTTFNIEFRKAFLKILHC
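Potentiation of an EC20 dopamine calcium response measured kinetically over 180 s, after a preceding 180 s compound-only read flagging agonists. Cells: inducible Hek293 Trex D2 line, 4000/well, cultured overnight at 30 C before dye loading.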
Anesthetic bind – qHTS Assay for Identification of Novel General Anesthetics. Ferritin light chain (Equus caballus), P02791. apoferritin/1-aminoanthracene competitive binding, fluorescence. Potency, µM (highest dose often 77.5 µM), for inactives: at the top dose activity change, negative = displacement, actives largely listed as inhibitors. actives 0.074% (n = 350,000). AID 485281, 2010; note: potency is the fitted concentration of half-maximal effect; % is set by controls: 0 for no effect and ±100 for the full control effect; nearly all actives have a fitted effect of over 20% in size
Target sequence (P02791 2-175 limits assumed): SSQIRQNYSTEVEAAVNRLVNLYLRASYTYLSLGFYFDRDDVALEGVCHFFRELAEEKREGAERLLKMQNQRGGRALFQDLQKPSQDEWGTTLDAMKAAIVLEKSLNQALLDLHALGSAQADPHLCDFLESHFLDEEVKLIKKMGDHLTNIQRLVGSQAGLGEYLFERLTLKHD
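Probe: 1-aminoanthracene (50% saturated, PBS). Protein: horse-spleen apoferritin, 10 uM. Incubation: 10 min, room temperature. Detection: 380 nm excitation, 535 nm emission. Analysis: normalized response, four-parameter Hill.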
An asterisk follows results filed as active; ? = inconclusive; · = not tested or not shown; [ ] = dose if it differs, or a comment. Unless noted, calls come from the whole dose curve; as a rule, active = well fitted curve in the direction sought with a large enough effect; inconclusive = small, poorly fitted or top-dose-only effect, or another doubt; inactive = no such curve, though single readings can be large; an effect the other way counts as inactive or inconclusive. Some of the compounds tested, so the mix of outcomes need not match the whole.

cpd | smiles | TRHR ag | D1 PAM | D2 potentiator | RXFP1 antag | D1 agonist | TRHR enhancer | Anesthetic bind | D1 antagonist | RXFP1 ag
1 | O=C(COCC(=O)Nc1cccc(C(F)(F)F)c1)Nc1cccc(C(F)(F)F)c1 | -0.7 | -5 | 3 | -1 | 8 | -3 | ? | -11 | 1.0%
2 | CC1CCc2cc(F)ccc2N1C(=O)C12CCC(C)(C(=O)O1)C2(C)C (configuration not stated) | -1.7 | -7 | -5 | -25 | -2 | -7 | -19% | · | -0.6%
3 | CCC(Nc1ccc(-c2nc(-c3ccccn3)no2)cc1[N+](=O)[O-])c1ccccc1 (configuration not stated) | 0.5 | 3 | 7 | · | 12 | -1 | -6% | 3 | 6.2%
4 | Cc1cc(OCC(=O)Nc2ccc(N3CCN(C(=O)c4ccco4)CC3)cc2)cc(C)c1Cl | -0.1 | -1 | -4 | -25 | 10 | 4 | -2% | -21 | 2.6%
5 | CN(CC(=O)NCCC1=CCCCC1)S(=O)(=O)c1ccc2c(c1)CCC(=O)N2 | 0.0 | 0 | 2 | 2 | -1 | -1 | -11% | 6 | 0.6%
6 | O=C(CN1CCOCC1)Nc1nc(-c2ccccc2)cs1 | 0.2 | -5 | -16 | -14 | 3 | -5 | -8% | 6 | -0.2%
7 | O=C(CCNC(=O)c1ccc(Cl)cc1)NCc1cccc(C(F)(F)F)c1 | 0.2 | -1 | -11 | 7 | 6 | 6 | · | 12 | -0.4%
8 | Nc1nc(N)c2[nH]c(-c3ccccc3)nc2n1 | -0.3 | 5 | -2 | -7 | 4 | 2 | 2% | -11 | 9.3%
9 | CCSc1nnc(NC(=O)c2csc(C)c2)s1 | 1.1 | -8 | 3 | 17 | 3 | 7 | 4% | -12 | 25%
10 | CC1CCCC(C)N1C(=O)COC(=O)CCC1CCCC1 (configuration not stated) | -0.8 | 0 | 13 | -5 | 1 | -1 | -15% | 4 | 1.1%
11 | Cc1cnc(C(=O)Nc2ccccc2-c2nnn(CC(=O)NC3CCCC3)n2)cn1 | 0.3 | -3 | -2 | 4 | 2 | 2 | 7% | -1 | 0.6%
12 | Nc1cccc2c1C(=O)N(C(=O)/C=C/c1cccc(F)c1)C2=O | -0.1 | 1 | 2 | -5 | -1 | 31* | 104%[activator] | -10 | 4.3%
13 | O=C(CNc1cccc(Cl)c1)c1ccc(Br)cc1 | 0.7 | 1 | 19 | -8 | 7 | -1 | -21% | -4 | 0.2%
14 | O=C(N/C(=C/c1cccnc1)C(=O)N1CCOCC1)c1ccccc1Br | -0.8 | 6 | -3 | -8 | 0 | -8 | -11% | -8 | 1.3%
15 | CCOC(=O)c1c(C)oc2ccc(OCC(=O)C(C)(C)C)cc12 | 0.5 | 1 | 2 | -7 | 5 | 5 | 3% | 4 | -0.4%

Remaining list, next part:
cpd | smiles | TRHR ag | D1 PAM | D2 potentiator | RXFP1 antag | D1 agonist | TRHR enhancer | Anesthetic bind | D1 antagonist | RXFP1 ag
16 | COc1ccccc1/C=C/C=N/NC(=O)CCC1C(=O)NN=C1C (configuration not stated) | -0.1 | 4 | 0 | -4 | 0 | 6 | -9% | 10 | -0.7%
17 | COc1cccc2sc(N3CCN(C(=O)c4ccco4)CC3)nc12 | -0.7 | 6 | -17 | -13 | 1 | -4 | · | 14 | 0.3%
18 | OCCC1CN(Cc2cccn2-c2nccs2)CCN1C1CCCCC1 (configuration not stated) | 0.5 | -1 | 2 | -1 | 1 | -1 | 0% | 0 | -3.7%
19 | CC(=O)SCCC(=O)Nc1ccccc1 | 0.5 | 8 | 5 | -3 | 2 | -4 | -11% | -2 | 1.0%
20 | Cn1c(=N)n(CC(=O)C(C)(C)C)c2ccccc21 | -0.4 | -5 | 9 | -11 | 2 | 4 | ? | -19 | 2.2%
21 | CCNc1nc(N2CCCC2)nc(N2CCCC2)n1 | 0.7 | 10 | -9 | -2 | 7 | 2 | -8% | 6 | -1.1%
22 | COCCNC(=O)CN(C)S(=O)(=O)c1ccc2c(c1)OCCO2 | -0.3 | 0 | 5 | -21 | -1 | -11 | -1% | -15 | -0.5%
23 | COc1ccc(NC(=O)CN(C)C(=O)c2cnc(Cl)c(Cl)c2)cc1 | 0.3 | 1 | -6 | -2 | 2 | -4 | 3% | 3 | -1.1%
24 | O=C(NC12CC3CC(CC(C3)C1)C2)c1c(Cl)cccc1Cl | -0.5 | -3 | 8 | 10 | 1 | -1 | -16% | -15 | 0.8%
25 | COc1ccc(Cc2nnc(NC(=O)c3cccs3)s2)cc1OC | 0.3 | -1 | 40* | -16 | 2 | -2 | 1% | -23 | 0.2%
26 | O=C(CNC(=O)c1cccc(Br)c1)N/N=C/c1cc(Br)cc(Br)c1O | 1.4 | -4 | -13 | -29 | 10 | 5 | ? | 9 | 7.8%
27 | Cc1ccc(C)c(N2CN(Cc3ccco3)CNC2=S)c1 | -0.2 | -1 | 12 | · | 3 | -1 | -7% | 11 | 0.1%
28 | CCN(CC(=O)NCc1ccc(Cl)cc1)C(=O)CCC(=O)c1ccc(C)cc1 | -1.0 | 6 | 16 | -8 | 0 | -3 | · | 7 | 1.7%
29 | CC(=O)N1CCC2(CC1)C(C#N)=C(N)Oc1n[nH]c(C)c12 | 0.4 | -2 | -1 | 5 | 1 | 11 | 5% | 5 | 0.8%
30 | Oc1ccccc1N1CCN(C(c2ccccc2)c2ccccc2)CC1 | -0.3 | -7 | -2 | 4 | 0 | 1 | -7% | 2 | 0.3%

Next section.
cpd | smiles | TRHR ag | D1 PAM | D2 potentiator | RXFP1 antag | D1 agonist | TRHR enhancer | Anesthetic bind | D1 antagonist | RXFP1 ag
31 | O=S(=O)([O-])C(c1ccccc1)[n+]1ccccc1 (configuration not stated) | -0.3 | -3 | 12 | · | 3 | -2 | · | 12 | 0.6%
32 | CCCCN(C)CCCNC(=O)Cn1nc(CC)n2c(cc3sc(C)cc32)c1=O | 0.3 | -8 | · | -10 | 0 | 2 | -14% | -27 | -0.1%
33 | Cc1ccc(S(=O)(=O)NCc2ccncc2)cc1C | 2.7 | -5 | 4 | -10 | 14 | 0 | -4% | -24 | -0.3%
34 | COc1ccccc1Oc1nc2ccccn2c(=O)c1/C=C(\C#N)C(=O)Nc1c(C)n(C)n(-c2ccccc2)c1=O | 0.2 | 1 | 0 | 6 | 1 | 6 | -2% | 11 | 1.9%
35 | CC1CCCCC12NC(=O)N(CC(=O)NCc1ccc3c(c1)OCO3)C2=O (configuration not stated) | 0.8 | -1 | -6 | -7 | -2 | -8 | ? | 4 | -1.5%
36 | COc1ccc(C(=O)NNC(=O)CSc2nnc(COc3ccc4ccccc4c3)n2C)cc1 | -0.6 | -1 | 0 | -14 | 2 | -6 | -8% | -6 | 5.2%
37 | COc1ccc(NS(=O)(=O)c2cccc(Cl)c2)cc1S(=O)(=O)N1CCCCC1 | -0.7 | -5 | 9 | -7 | 14 | 6 | 2% | -10 | -0.9%
38 | COc1ccc(NC(=O)CN2CCN(Cc3ccccc3)CC2)cc1 | -0.9 | -8 | 6 | 7 | 2 | -5 | 4% | 0 | 1.2%
39 | O=C1CCCC2=C1C(c1cccs1)CC(=O)N2c1ccc(F)cc1 (configuration not stated) | -0.2 | 0 | · | 23 | 1 | 2 | -6% | -5 | 3.1%
40 | CCOC(=O)C1C(c2cccc([N+](=O)[O-])c2)C2C(=O)NN=C2CC1(C)O (configuration not stated) | -0.4 | -4 | 2 | 5 | -2 | 8 | -2% | 7 | 0.9%
41 | O=C(O)CCNC(=O)c1cncc(Br)c1 | -0.6 | 2 | -4 | 20 | 0 | -3 | -1% | -27 | 1.3%
42 | COc1ccc(CCNc2cc(-c3ccccc3)nc3ncnn23)cc1 | -0.8 | -2 | -6 | · | 3 | -5 | -16% | -8 | 3.5%
43 | O=c1/c(=C/c2ccc(O)c([N+](=O)[O-])c2)sc2nc3ccccc3n12 | 0.4 | -8 | 1 | 8 | 7 | 0 | -8% | -2 | -0.5%
44 | CCC(COC)NCc1cn(-c2ccc(F)cc2F)nc1-c1ccccc1C (configuration not stated) | 0.1 | -4 | 3 | -4 | 3 | -1 | -14% | -2 | -2.2%
45 | O=C(Nc1ccccc1Oc1cccnc1)C1CCCN(Cc2ccccc2O)C1 (configuration not stated) | -0.1 | -10 | -7 | -1 | 4 | -6 | -11% | -28 | 3.1%

(list continues)
cpd | smiles | TRHR ag | D1 PAM | D2 potentiator | RXFP1 antag | D1 agonist | TRHR enhancer | Anesthetic bind | D1 antagonist | RXFP1 ag
46 | COc1ccc(S(=O)(=O)N2CCC[C@H]2C(=O)NC2=NCCS2)cc1 | 0.2 | -7 | 30 | 3 | 1 | 14 | -8% | 5 | 0.0%
47 | CCC(=O)NCCc1nc2cc(NC(=O)c3cccc([N+](=O)[O-])c3)ccc2n1C | 1.3 | -4 | -2 | 5 | 1 | -7 | 5% | 7 | -2.1%
48 | C/C(=N\OC(=O)c1ccc(Br)cc1)c1ccccn1 | 0.6 | 6 | -3 | 0 | 0 | -4 | 3% | -1 | -1.5%
49 | O=C(Cn1ncc2c(=O)oc3ccccc3c21)N1CCN(c2ccc(Cl)cc2)CC1 | -1.0 | 7 | 18 | · | 0 | 3 | -3% | 20 | 9.8%
50 | CCOc1ccccc1Nc1ncnc2ccc(Br)cc12 | -1.3 | 0 | 5 | 12 | 1 | -4 | 14% | 4 | 6.2%
